NPY Y2 blocker: NPY-Y2 receptor antagonists, primary screen, cell-based. Neuropeptide Y receptor type 2 (Homo sapiens), P49146. NPY-Y2 expressing cells, antagonist mode. inhibition, % at 2.7 µM. actives 0.99% (n = 140,000). AID 793, 2007; in the data active means inhibition above about 17%;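 further: 0% = vehicle with agonist challenge and 100% = reference antagonist with challenge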
Target sequence (P49146 whole entry, looked up): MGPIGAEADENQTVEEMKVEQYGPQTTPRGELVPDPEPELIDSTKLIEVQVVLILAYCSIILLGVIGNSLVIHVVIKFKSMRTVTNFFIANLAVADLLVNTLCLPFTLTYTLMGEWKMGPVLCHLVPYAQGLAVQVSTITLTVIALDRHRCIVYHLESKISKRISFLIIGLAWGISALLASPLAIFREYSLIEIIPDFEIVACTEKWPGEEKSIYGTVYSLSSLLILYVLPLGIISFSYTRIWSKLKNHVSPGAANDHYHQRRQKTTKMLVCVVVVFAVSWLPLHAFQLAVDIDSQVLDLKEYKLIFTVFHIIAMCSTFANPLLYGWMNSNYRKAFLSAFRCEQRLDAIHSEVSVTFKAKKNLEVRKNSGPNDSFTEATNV
E-sel TNF inh: E-selectin induction blockers in HUVEC – imaging, immunofluorescence, high content, primary screen; inhibition, % at 2 µM; HUVEC TNFa-induced E-selectin immunofluorescence; actives 0.71% (n = 120,000); AID 1246, 2008;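 active means inhibition above the batch mean plus 3 SD, and confirmed as a hit on visual image review, cut at about 43% in these data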;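 further: 0% = TNF-stimulated DMSO wells and 100% = unstimulated control wells; not every result past the cut was called active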
MRP-1 activ: H69AR viability gain despite doxorubicin, primary screen, MRP-1 activator project, H69AR cells, CellTiter-Glo; viability rescue; viability increase, % at 10 µM; actives 0.61% (n = 140,000);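 active means viability gain under doxorubicin at or above a set limit, the compound median plus 3 SD, cut at about 4.7% in these data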;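 further: MRP-1 overexpressing cells given doxorubicin 25 µM after compound pretreatment; 18-22 h compound pretreatment then 72 h with doxorubicin before readout; 0% = doxorubicin-only wells and 100% = vehicle-treated cells without doxorubicin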
GALR2 blocker: GALR2 antagonists in receptor-expressing cells, primary screen | antagonist mode | inhibition, % at 4 µM | AID 828, 2007 | actives 0.39% (n = 140,000) | Galanin receptor type 2 (Homo sapiens), O43603; in the data active means inhibition above about 27%;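 further: cells stimulated with galanin 1-16 at roughly its EC80; 0% = agonist challenge control and 100% = basal control without agonist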
Target sequence (O43603 whole entry, looked up): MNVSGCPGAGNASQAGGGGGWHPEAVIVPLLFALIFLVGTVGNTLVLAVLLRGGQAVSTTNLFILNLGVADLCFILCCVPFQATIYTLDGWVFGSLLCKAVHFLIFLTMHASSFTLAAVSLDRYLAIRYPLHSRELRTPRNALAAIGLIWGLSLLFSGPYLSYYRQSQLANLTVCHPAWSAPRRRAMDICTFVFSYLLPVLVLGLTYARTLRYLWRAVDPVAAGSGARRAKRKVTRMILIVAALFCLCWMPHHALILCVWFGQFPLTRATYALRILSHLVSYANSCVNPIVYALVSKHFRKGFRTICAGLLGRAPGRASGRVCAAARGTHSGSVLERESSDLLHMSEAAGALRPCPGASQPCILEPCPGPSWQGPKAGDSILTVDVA
Yeast life ext: compounds extending yeast replicative lifespan, primary screen, S. cerevisiae, OD615. S. cerevisiae growth with nicotinamide; deaD strain in restrictive glucose medium. inhibition of the nicotinamide effect, % at 10 µM. actives 0.68% (n = 130,000);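 active means inhibition above a set limit, placed 3 SD over the median of all compounds, cut at about 26% in these data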;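 further: 0% = nicotinamide-treated wells and 100% = cells grown without nicotinamide; some compounds called inactive have numbers as strong as hits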
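Assay system: DeaD-strain S. cerevisiae. Medium: CSMM-D glucose medium, restrictive. Reagent: nicotinamide, 1.5 mM, co-present with compound. Compound: 10 µM single point, 0.25% DMSO. Schedule: culture preincubation 4 h, compound exposure 48 h, both 30 °C. Detection: absorbance at 615 nm.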
HCT116 PTEN-null: growth suppression of PTEN-null HCT116, primary screen, cell-based, CellTiter-Glo | HCT116 PTEN-null viability, 60 h; hits give low values | viability, % at 10 µM | actives 1.2% (n = 140,000) | AID 827, 2007;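 active means viability at or below a set limit, 4 SD under the median of all tested compounds, cut at about 3.7% in these data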;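 further: PTEN knockout HCT116 line with beta catenin targeted HCT116 as companion control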
Phagocytosis inh: inhibitors of macrophage phagocytosis, primary screen, imaging, J774A.1 cells, IgG beads. actives 0.07% (n = 110,000). inhibition, % at 5 µM. AID 1029, 2008. J774A.1 macrophage IgG-bead phagocytosis;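 active means inhibition above the mean of the plate negative controls plus 5 SD, cut at about 13% in these data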;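 further: phagocytic index as fraction of beads internalized from green versus red external bead signal; plate controls were DMSO negative control for no effect and cytochalasin-D positive control for full effect; some results beyond the cut were filed as inactive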
HCT116 bCat-KO: primary screen for growth suppressors in beta-catenin knockout HCT116 cells (colon tumor, human). HCT116 beta-catenin knockout viability, CellTiter-Glo, 60 h; hits give low values. viability, % at 10 µM. actives 1.5% (n = 140,000);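 active means viability at or under a set limit, the compound median less 4 SD, cut at about 6% in these data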;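 further: 0% = Hyamine 1622 control at 20 µM and 100% = untreated cell control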
Measles CPE: compounds protecting cells from measles virus cytopathic effect, primary screen, measles RdRp inhibitor project, single point, MLSMR library, absorbance; AID 841, 2007; protection (pct of control), % at 4 µM; actives 1.5% (n = 140,000); Measles virus-infected cells, CPE protection; in the data active means protection mostly above about 24%, no sharp cut-off; inactive means mostly below about 26%; further: some compounds called inactive have numbers as strong as hits
Yeast growth inh: growth inhibitors of yeast BB579 in restrictive medium, primary screen, yeast lifespan-shortening project, S. cerevisiae; OD615, 48 h; inhibition, % at 10 µM; actives 0.51% (n = 140,000); AID 804, 2007;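 active means inhibition above a set limit, 3 SD over the mean compound inhibition, cut at about 44% in these data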; further: inactives centre near -24
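Test system: DeaD yeast strain BB579 / Buffer or medium: restrictive glucose-based CSMM-D medium / Doses: single 10 µM dose / Schedule: 4 h cell preincubation, 48 h compound exposure, 30 °C humidified / Technique: culture absorbance at 615 nm / Controls: amphotericin B positive control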
The depositor's hits bear a star; x = not tested or not shown.

SMILES	NPY Y2 blocker	E-sel TNF inh	MRP-1 activ	GALR2 blocker	Yeast life ext	HCT116 PTEN-null	Phagocytosis inh	HCT116 bCat-KO	Measles CPE	Yeast growth inh
CN1C(=O)c2ccc(C(=O)NCc3ccccc3)cc2C1=O	5	-2	-3.6	-10	-9	110	0	87	5	-6
COC(=O)c1sc(NC(=O)/C=C/c2ccc(C)o2)nc1C	1	x	0.6	-5	0	90	-8	91	2	-37
CCC1C(=O)N=C(SCC(=O)Nc2ccc(C(=O)OC)cc2)NC1=O (centres undefined)	2	9	-1.1	1	-2	101	x	105	7	-30
Cc1ccc(Sc2c(C#N)c(-c3ccccc3)nn2C)cc1	7	9	-5.0	-10	-7	36	-3	36	5	-18
Oc1ccc(Cl)cc1-c1cc(-c2ccccc2Cl)[nH]n1	-2	-2	-6.7	18	x	34	x	28	10	-74
O=S(=O)(c1ccccc1)N1CCN=C1SCc1ccc(Cl)c(Cl)c1	5	x	-4.9	7	-1	60	-8	73	4	-58
CCOc1cccc(OCCCCn2ccnc2)c1	4	-15	-0.7	2	-3	76	-1	72	14	-66
CCOC(=O)c1c(C)[nH]c(C(=O)OCC(=O)N(C)C2CCS(=O)(=O)C2)c1C (centres undefined)	1	7	-0.9	-10	-7	87	x	109	21	-26
COc1ccc(CCNC(=O)C2CCC(CNc3c(N4CCCC4)c(=O)c3=O)CC2)cc1OC (centres undefined)	2	x	-1.3	12	-1	99	-2	93	8	-9
COc1ccc(C(NC(=O)/C=C/c2ccco2)c2ccc(OC)c(OC)c2)cc1OC	3	x	-2.1	10	-1	98	-10	107	15	-9
COc1cccc(NC(=O)Cc2c(C(=O)O)[nH]c3ccccc23)c1	3	x	-2.5	0	-24	94	x	91	23	-7
CC(=O)c1cccc(NC(=O)Nc2c(C)nn(C)c2C)c1	3	-4	-0.5	-14	-6	102	0	86	13	-49
c1coc(Cn2nnnc2CN2CCN(C3CCCC3)CC2)c1	0	-15	-0.9	3	-13	115	-1	94	x	-67
CC1=C(C#N)C(Nc2ccc(C)cn2)(C(F)(F)F)C(=O)N1 (centres undefined)	2	0	-1.2	5	-1	97	-2	95	2	-19
C/C(CC1CC(COCC(C)C)OC1=O)=N\Nc1nc(-c2ccccc2)cs1 (centres undefined)	0	40	-1.1	14	-5	97	0	98	12	-42
CCN(CC)S(=O)(=O)c1ccc(Cl)c(NC(=O)COC(=O)/C=C/c2ccc(O)c(OC)c2)c1	-1	x	-1.9	15	0	90	-9	102	3	-34
COc1ccc(-n2ncc3c(=O)n(CC(=O)OCc4ccccc4)cnc32)cc1	4	-14	0.4	4	-9	108	-1	104	2	-23
COc1ccc(CC(=O)Nc2nnc(SCc3ccccc3)s2)cc1S(=O)(=O)N1CCOCC1	5	22	-2.0	-9	-6	83	-1	96	4	-27
Cc1cc(C)n2nc(SCC(=O)Nc3c(C)nn(-c4ccccc4)c3C)nc2n1	-1	9	0.1	0	-9	114	0	106	10	-22
CCC1(C)CC(=O)N(c2ccc(C(=O)O)c(O)c2)C1=O (centres undefined)	0	x	-1.8	-4	-11	102	0	99	36*	20
COc1cc(NC(=O)CN2CCN(c3ccccc3)CC2)c(C)cc1[N+](=O)[O-]	3	x	-2.4	3	-2	96	-6	91	15	-33
OC(c1ccccc1)c1nc2ccccc2s1 (centres undefined)	0	x	-0.1	-11	-11	86	2	96	19	-54
COc1ccc(S(=O)(=O)N(C)CC(=O)Nc2cccc(C(C)=O)c2)cc1	4	-38	0.1	-3	-2	88	-1	92	5	-16
O=C(O)CCNS(=O)(=O)c1ccc2ccccc2c1	8	25	1.7	-4	-9	93	-2	101	19	-34
CC1=NN(c2ccc(C(F)(F)F)cn2)C(=O)C1	1	-12	-4.7	-10	58*	65	x	65	22	-23
COc1cc(C(=O)OCC(=O)NC2CCS(=O)(=O)C2)ccc1OCc1c(C)noc1C (centres undefined)	-1	x	-2.5	-3	-4	113	-3	93	4	-17
COc1ccc(NC(=O)COc2nsnc2N2CCCCC2)cc1	0	20	1.0	-7	-5	96	0	99	27	-73
COc1ccccc1NC(=O)c1ccc(NC(=O)CSc2n[nH]c(N)n2)cc1	2	x	-0.4	3	-5	96	-9	99	5	-54
CC(=O)N1CC=CC1(C)C(=O)O (centres undefined)	1	x	0.4	0	12	104	x	101	2	-39
COc1cccc(C2(O)CCN(C(=O)C3CCC3)CC2)c1	0	x	0.9	-1	-9	100	0	101	4	-51
C[C@@H]1C[C@H]2[C@@H]3C[C@H](F)C4=CC(=O)C=C[C@]4(C)[C@@]3(F)[C@@H](O)C[C@]2(C)[C@@]1(O)C(=O)CO	0	x	3.1	4	4	92	x	96	5	-18
COc1ccc(C2C(C#N)=C(N)Oc3cc(O)ccc32)cc1OC (centres undefined)	0	24	0.2	5	-5	93	-1	95	12	-6
Cc1cccc(OCC(=O)NCCN2CCOCC2)c1	2	19	-1.2	13	-16	98	3	99	6	-13
Cc1cc(=O)[nH]c(SCC(=O)c2ccc(C)c(C)c2)n1	4	x	-0.7	-4	6	85	-1	98	1	-13
C=CCOc1ccc(NC(=O)C(=O)NCCCn2ccnc2)cc1	2	-58	-1.3	-1	1	97	0	117	3	-14
CC(Sc1ncc(C#N)c(N)n1)C(=O)Nc1ccccc1 (centres undefined)	3	x	-3.5	1	-4	82	-2	92	12	16
C=CCn1c(SCC(=O)N(C)C2CCS(=O)(=O)C2)nnc1-c1ccncc1 (centres undefined)	1	1	-2.0	0	-15	112	4	91	3	-8
O=C(Cn1nc(C(F)F)cc1C(F)F)NNC(=S)Nc1ccc(Cl)cc1	0	-6	-2.1	10	-19	92	0	102	10	-49
CCCc1cc(C(=O)Nc2ccccc2SC)no1	4	-1	-3.6	9	-6	93	0	90	3	1
O=C(CSc1ccc(-c2ccco2)nn1)NCc1ccccc1	1	12	-0.1	-2	2	88	-6	89	18	5
O=C1CN(C(=O)COC(=O)c2cccc(S(=O)(=O)NCc3ccccc3)c2)c2ccccc2N1	0	-10	-1.8	10	-9	86	-1	89	4	-36
CCOC(=O)c1nc2sc(C)c(C)c2c(=O)[nH]1	2	3	-1.8	5	-18	105	x	102	2	-11
O=C(Nc1ccc(O)c(-c2nc3ccccc3o2)c1)C1(c2ccccc2)CCCC1	2	-58	1.2	-8	-18	57	x	52	23	-45
CCOc1ccc(C2=[N+]([O-])C(C)(C)N(O)C2(C)C)cc1	3	x	-3.2	-7	-3	91	x	90	5	-30
Cn1c(=O)c([N+](=O)[O-])c(NCCc2ccccc2)c2ccccc21	3	x	-2.0	-1	9	89	x	85	5	-16
COc1ccc(NC(=O)CN(C)S(=O)(=O)c2ccc(Cl)cc2)c([N+](=O)[O-])c1	1	-38	-2.2	2	-16	92	-4	101	2	7
Cc1[nH]c(=O)[nH]c(=O)c1S(=O)(=O)N1CCCC(C(=O)NCc2ccco2)C1 (centres undefined)	2	5	0.0	-7	-6	103	-1	93	22	-21
CCn1ncc(C2=NOC(C(=O)NCc3ccc(OC)cc3)C2)c1C (centres undefined)	9	x	-4.2	-14	-1	37	0	36	17	-15
COc1ccc(NC(=O)CSc2nnc(-c3ccccc3)n2N)cc1	1	-12	-2.1	3	-6	96	x	92	4	-23
CCCCn1nnnc1NCc1cccc(OC)c1OC	7	16	-0.9	-7	-22	99	-1	99	14	11
CCN(CC)c1ccc(NC(=O)CN2CCN(c3ccccc3F)CC2)cc1	11	x	-0.6	-12	1	110	x	96	15	-48
CCC(C(=O)Nc1ccccc1OC)n1c(C(=O)OC)cc2ccsc21 (centres undefined)	-1	-37	-2.1	17	-3	73	0	82	13	-27
CCn1c(SCC(=O)Nc2c(C)n(C)n(-c3ccccc3)c2=O)nnc1-c1cccc(C)c1	1	7	-1.9	1	-6	87	0	70	4	-29
Nc1nc(SCC(=O)N2CCc3ccccc32)[nH]c(=O)c1-c1ccccc1	5	14	-0.7	-2	-10	107	4	104	6	-20
Cc1cccc(Cn2c(=O)n(CCCC(=O)NCc3ccco3)c(=O)c3ccccc32)c1	9	-5	-3.2	1	4	32	-3	29	5	-76
O=C(NCCN1CCOCC1)c1csc2c1CCCC2	3	-8	0.1	-17	1	102	1	94	5	-43
CCNc1ccc(C(=O)Nc2ccc3nc(C)sc3c2)cc1[N+](=O)[O-]	0	x	-1.4	-8	-5	83	-1	92	27	-14
Cn1cccc1C(=O)N1CCN(c2cccc(C(F)(F)F)c2)CC1	-1	-7	0.9	-2	-9	92	0	91	10	-35
CC(C)NS(=O)(=O)c1ccc(OCC(=O)NCCC2=CCCCC2)cc1	3	10	0.0	0	-8	105	0	101	9	-59
CCOC(=O)Cc1nnc(NC(=O)CSc2ccc(C)cc2)s1	11	-10	-0.9	2	-2	107	x	101	10	-33

2 entries drawn at random from those above, as already listed:
SMILES	NPY Y2 blocker	E-sel TNF inh	MRP-1 activ	GALR2 blocker	Yeast life ext	HCT116 PTEN-null	Phagocytosis inh	HCT116 bCat-KO	Measles CPE	Yeast growth inh
CCCCn1nnnc1NCc1cccc(OC)c1OC	7	16	-0.9	-7	-22	99	-1	99	14	11
COc1ccc(NC(=O)CSc2nnc(-c3ccccc3)n2N)cc1	1	-12	-2.1	3	-6	96	x	92	4	-23

Additional compounds
SMILES	NPY Y2 blocker	E-sel TNF inh	MRP-1 activ	GALR2 blocker	Yeast life ext	HCT116 PTEN-null	Phagocytosis inh	HCT116 bCat-KO	Measles CPE	Yeast growth inh
CC(=O)O[C@]1(C(C)=O)CC[C@H]2[C@@H]3C[C@H](C)C4=CC(=O)CC[C@]4(C)[C@H]3CC[C@@]21C	0	14	-4.4	-14	14	74	x	72	28	-19
CCc1nn(C(C)C(=O)N2CCc3ccccc3C2)c(=O)c2cc3occc3n12 (centres undefined)	11	x	-5.0	12	-18	107	-3	107	6	-13
CC1=NN(c2ccc(Cl)cc2)C(=O)C1C(c1ccccc1O)c1c(C)[nH]n(-c2ccc(Cl)cc2)c1=O (centres undefined)	1	x	2.6	-6	7	90	-18	92	5	-14
NS(=O)(=O)c1cc(C(=O)N2CCc3ccccc32)c(Cl)cc1Cl	-1	14	-1.6	7	-9	87	0	89	5	-23
COCCCNCCCCOc1c(Cl)cc(C)cc1Br	7	3	-5.5	6	-5	52	0	60	4	-1
Cc1ccc(-n2c(=O)c3sccc3n(CC(=O)NCc3ccco3)c2=O)cc1	-1	-20	-2.6	7	-12	103	3	106	24	-14
CCOC(=O)C1=C(C)OC(N)=C(C#N)C1c1ccc(OC)c(CSc2ccccn2)c1 (centres undefined)	7	-24	-1.4	4	19	88	12	97	20	-36
CC(=O)Nc1cccc(/C(C)=N/NC(=O)c2cccs2)c1	6	18	-0.2	5	-1	96	-9	94	4	-56
